# SKKanGAS inh: inhibitors of SKKanGAS S. pyogenes growth in kanamycin (SK-promoter or general growth effect); inhibition, % at 7.5 µM; hit rate 1.3% among 300,000; AID 1662; BacTiter-Glo, 6 h;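 active = mean replicate score, as percent of positive control median, at least 50; inconclusive = mean below 50 but one replicate at or above 50; inactive = mean and every replicate below 50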;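 also: strain carries kanamycin resistance gene driven by streptokinase promoter and grows in 40 µg/ml kanamycin; loss of luminescence reflects streptokinase promoter inhibition or plain growth inhibition; 0% = median of DMSO wells and 100% = positive control at its reference dose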
# HIF activator: HIF pathway transcriptional activation. activation, % at 7.5 µM (by protocol). AID 1910. U2OS HRE-luciferase reporter, luminescence; normalized: DMSO 0%, desferrioxamine 100%. hit rate 0.32% among 300,000;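 active = mean activation of at least 10% of the iron chelator positive control signal, with at least half of replicates also reaching 10%; inconclusive = mean and replicate majority disagree about reaching 10%; inactive = mean and most replicates under 10%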
# KLF5 inh: kruppel-like factor 5 inhibition | DLD-1 KLF5 promoter-luciferase reporter, luminescence | AID 1700 | inhibition, % at 5 µM | hit rate 0.23% among 290,000;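 active = inhibition above a per-plate limit of that plate's mean compound inhibition plus 3 SD, cut at about 60% in these data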;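 also: 0% = DMSO wells and 100% = LY294002 at 200 µM; higher means less KLF5 promoter-driven luciferase light; inactives centre near -14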
# HSP90 refold inh: HSP90 refolding inhibition in rabbit reticulocyte lysate; luciferase refolding luminescence, 3 h; hit rate 0.91% among 290,000; inhibition, % at 5.6 µM;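 active = inhibition above the screen-wide mean plus 3 SD, computed separately per campaign, cut at about 16% in these data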;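 also: 0% = DMSO wells and 100% = 60 µM geldanamycin wells; inhibitors lower the luminescence because luciferase stays unfolded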
# HSF1 activator: increases HSF-1 driven luciferase reporter signal; NIH3T3-HGL HSF-1 luciferase reporter, MG132, 8 h; 100% = twice DMSO control signal; activation, % at 9 µM; hit rate 1.7% among 300,000; AID 504408;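 active = mean replicate activation of at least 50% with a set share of replicates each reaching 50%; inconclusive = only one of those two conditions met; inactive = mean below 50% and too few replicates reaching it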;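 also: 0% = median of the neutral control wells and 100% = twice that signal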
# aSyn 5UTR inh: MLPCN primary screen, SNCA 5' untranslated region; alpha-synuclein 5'UTR reporter, inhibitor activity; inhibition, % (tested at 7.5 µM); AID 1813; hit rate 0.82% among 300,000; in the data active = inhibition above about 60%; inconclusive = no clear call, values can overlap the other calls;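 also: H4 neuroglioblastoma cells stably carrying SNCA 5'UTR luciferase fusion; 0% = DMSO wells and 100% = positive control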
# Platelet DG rel: platelet dense granule release activity. hit rate 0.22% among 300,000. human platelet-rich plasma, SFLLRN dense granule ATP release, luminescence. inhibition, %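 (compounds screened at 7.5 µM in platelet-rich plasma)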;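 active = mean replicate score, as percent of positive control, at or above 50; inconclusive = mean below 50 but at least one replicate at or above 50; inactive = mean and every replicate below 50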
# HSF1 inh: HSF1 inhibition | NIH3T3-HGL HSE-luciferase, MG132-induced, luminescence 8 h; active compounds read low | activity change, negative = inhibition, % at 7.5 µM (by protocol) | hit rate 0.77% among 300,000 | AID 2098;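 active = more than half of replicate wells show activity change below -50%, luminescence cut by over half; inconclusive = some wells, but at most half, below -50%; inactive = no replicate well below -50%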;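 also: luciferase reports HSF-1 transcriptional activity via heat shock element; 0% = median of DMSO wells and -100% = zero luminescence signal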
# AI-2 QS modul: modulates the Vibrio harveyi AI-2 quorum sensing system. hit rate 0.4% among 300,000. AID 2094. Vibrio harveyi JMH597 AI-2 luminescence/OD600 ratio, 9 h; active compounds read low; strain lacks LuxN and CqsS sensors; 0 = neutral-control median. activity change, % at 7.5 µM; in the data active = activity change below about -75%, passing the limit was not always enough; inconclusive = no clear call, values can overlap the other calls;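 also: luminescence divided by OD600 gain over 9 h not by final OD600 alone; inactives centre near 13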
# IEC-6 cytotox: kills IEC-6 intestinal cells in KLF5 counter-screen. AID 1825. hit rate 0.78% among 290,000. inhibition, % at 5 µM. IEC-6 cytotoxicity, luminescence viability; in the data active = inhibition above about 22%;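 also: 0% = plate median of test compound wells and 100% = cytotoxic reference compound wells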
# The depositor's hits bear a star; u = inconclusive; x = not tested or not shown.
# Start of the listing, in advance (2 entries):
SMILES,SKKanGAS inh,HIF activator,KLF5 inh,HSP90 refold inh,HSF1 activator,aSyn 5UTR inh,Platelet DG rel,HSF1 inh,AI-2 QS modul,IEC-6 cytotox
Cc1ccc(C)c(S(=O)(=O)N2CCCOC2CNC(=O)C(=O)NCc2cccs2)c1 (configuration not stated),-3,-0.1,-8,0,6,-8,-5,-6,18,0
Cc1ccc(CC(=O)NCC2CCCCC2)cc1,-1,1.9,-23,7,7,-59,7,8,10,7

# The list itself (from the top)
SMILES,SKKanGAS inh,HIF activator,KLF5 inh,HSP90 refold inh,HSF1 activator,aSyn 5UTR inh,Platelet DG rel,HSF1 inh,AI-2 QS modul,IEC-6 cytotox
Cc1ccc(C)c(S(=O)(=O)N2CCCOC2CNC(=O)C(=O)NCc2cccs2)c1 (configuration not stated),-3,-0.1,-8,0,6,-8,-5,-6,18,0
Cc1ccc(CC(=O)NCC2CCCCC2)cc1,-1,1.9,-23,7,7,-59,7,8,10,7
O=C(CSc1ncn[nH]1)NNC(=O)c1ccccc1,1,0.3,x,x,2,4,1,0,0,x
CCc1ccc(NC(=O)C2CCCN2c2nn3c(=O)cc(C)nc3s2)cc1 (configuration not stated),-1,-0.4,4,1,0,-10,2,-5,23,-8
O=C(CN1C(=O)N/C(=C\c2ccccc2OCc2ccc(C(=O)O)cc2)C1=O)Nc1ccc(F)cc1,12,-13,-2,2,1,-6,3,-4,34,-8
CS(=O)(=O)N1CCN(c2ccc(NC(=O)Cc3ccccc3)cc2)CC1,-10,-0.1,-45,7,x,15,-4,x,24,2
CCC1Oc2ccc(C)cc2N(CC(=O)NCc2cccs2)C1=O (configuration not stated),1,-0.2,-11,2,-2,22,3,6,-7,0
COc1ccc(/C=C2\CCC(C3CCCC3)C2=O)cc1 (configuration not stated),3,2.5,-72,-4,23,-179,0,12,23,-1
Cc1ccc2c(c1)-c1c(ssc1=S)C(C)(C)N2C(=O)CSc1nncn1C,2,-0.2,-23,2,-11,39,-3,-20,7,2
Cc1cc(C(=O)N2CCN(c3cccc(Cl)c3)CC2)c(C)o1,19,-43,11,-3,5,-137,-8,7,u,5
COc1ccc2[nH]c(=O)c(CN(CC3CCCO3)S(=O)(=O)c3ccccc3)cc2c1 (configuration not stated),6,-1.0,-6,0,-4,17,1,-4,26,-8
O=C1CS/C(=C/C(=O)c2cccc(Cl)c2)N1,-8,0.6,-61,6,9,-14,1,4,39,6
COc1ccc(-c2csc(NC(=S)NC(=O)c3ccco3)n2)cc1,-3,0.0,-5,0,52*,-33,0,29,17,-4
COC(=O)CCCC1=CC2=CC(=O)C(C)(OC(=O)c3cccs3)C(=O)C2=CN1c1ccccc1 (configuration not stated),3,-0.1,x,x,-12,11,-1,-2,53,x
COc1cccc(N2C(=O)C3NN=C(C(=O)CN4C(=O)c5ccccc5C4=O)C3C2=O)c1 (configuration not stated),52*,0.1,-14,-2,0,8,-3,-4,31,-8
CN(C)c1ccc(NC(=O)CCn2c(=S)oc3ccccc32)cc1,1,1.2,-11,-2,7,-100,1,8,14,-1
CCOC(=O)c1c(NC(=O)CCC(=O)NCc2ccco2)sc2c1CCCC2,-4,-0.1,-24,3,17,11,3,20,-5,0
COc1cccc(NC(=O)N2CCC(NC(=O)c3ccco3)CC2)c1,-10,1.5,4,3,2,5,-8,6,x,6
CNC(=O)CN1C(=O)NC(c2ccccc2)(c2ccccc2)C1=O,-4,-0.1,-13,3,-17,-21,14,-4,20,5
COc1ccc(/C(C)=N/NS(=O)(=O)c2ccccc2)c(OC)c1,2,0.3,-15,-6,6,-11,0,-3,8,4
COc1ccccc1C1CCN(C(=O)c2cccs2)CC1,-4,-0.3,6,3,5,15,0,-2,14,2
O=C(Nc1cccc(F)c1)N1CCCCCC1,u,-0.2,-38,-1,-7,-16,8,-7,12,2
COc1cc(C(=O)NCCNC(=O)C2CCCNC2=O)cc(OC)c1OC (configuration not stated),-8,0.3,0,-1,-16,-6,-7,-3,5,0
COc1ccc(Br)cc1CN(C)C(=O)c1ccncc1,5,0.8,-24,-3,4,-2,3,-3,29,1
O=C(CC(=O)N/N=C\c1c(Cl)cccc1Cl)NCc1ccccc1,-6,-0.1,8,0,3,12,-3,-4,4,-2

# (more compounds)
SMILES,SKKanGAS inh,HIF activator,KLF5 inh,HSP90 refold inh,HSF1 activator,aSyn 5UTR inh,Platelet DG rel,HSF1 inh,AI-2 QS modul,IEC-6 cytotox
COc1ccc(Cl)cc1NC(=O)CCc1ccccc1,6,0.1,-5,1,-5,0,0,5,-2,-1
O=C(NC(=O)c1cnccc1C(F)(F)F)Nc1ccccc1,-2,-0.4,-21,2,16,-16,-6,-2,7,3
Cc1nc([N+](=O)[O-])nn1C12CC3CC(CC(Br)(C3)C1)C2,0,x,-25,2,2,25,-7,-4,21,4
O=Cc1ccc2oc3nc4n(c(=O)c3c(=O)c2c1)CCCS4,3,-0.4,4,1,5,2,-3,-6,45,0
CC1CCCCN1CCNC(=O)Cn1nc(-c2ccccc2)ccc1=O (configuration not stated),-3,-0.4,-23,0,-11,2,-2,0,17,6
COC(=O)Cc1ccc(NC(=S)Nc2ccccn2)cc1,4,0.6,-29,-3,16,-63,4,20,16,-1
NC1=C([N+](=O)[O-])C(c2ccccc2)C2=C(CCCC2=O)O1 (configuration not stated),-1,-0.2,7,0,-2,-11,3,-5,11,3
O=C(Nc1nccs1)c1ccc(F)c(S(=O)(=O)N2CCOCC2)c1,-1,-0.6,-24,-3,3,5,-12,1,19,-4
CC(=O)Nc1ccc(OS(=O)(=O)c2ccc([N+](=O)[O-])cc2)cc1,-6,-1.1,-16,55*,4,-115,7,12,21,-8
O=C(O)c1ccccc1C(=O)Nn1cnnc1,-5,1.4,0,4,-1,-6,-2,-9,13,-1
Cc1cc2sc(C(=O)O)c(C)c2s1,-1,-0.1,2,-3,-2,3,-3,0,74,-6
COc1ccc(CNC(=O)CN2C(=O)C3CCCN3c3ncc(Cl)cc32)cc1 (configuration not stated),6,-0.1,-6,3,2,0,12,-5,15,0
COc1ccc(C(=O)COC(=O)CCC(=O)c2cccs2)cc1,-4,-0.2,-9,-1,20,-1,11,13,37,3
CC(=O)NC(=S)c1c(N)n(Cc2ccccc2)c(=O)n(C)c1=O,9,-0.1,-14,6,-7,8,1,8,13,4
Brc1ccc(NC2=Nc3ccccc3CC2)cc1,-12,7.0,12,0,47,-172,5,34,26,4
COc1ccc2c(/C=C/c3cc[n+](C)cc3)c[nH]c2c1,-1,2.4,-18,1,0,7,6,-10,6,-1
CC(C)CCNC1c2ccccc2C(=O)N1Cc1ccccc1 (configuration not stated),2,-0.5,-26,0,54*,4,0,26,19,-6
CC1(C)CC(=O)C(C=NCC2CCN(C(=S)Nc3ccccc3)CC2)=C(O)C1,-6,2.1,-4,-3,30,9,-1,6,29,-4
COc1ccccc1N/C=C/c1onc(C)c1[N+](=O)[O-],9,-0.7,-96,39*,-51,58,64*,-46,10,8
CCc1cc(=O)oc2cc(OCC(=O)OC)c(Cl)cc12,x,-0.1,-17,7,x,-4,-19,x,33,-5
COc1cccc(-c2nnc(NC(=O)C(C)C)o2)c1,6,0.3,-16,-2,13,-67,-24,0,5,-3
O=C(Nc1nnc(Cc2c[nH]c3ccccc23)s1)c1ccc(Cl)cc1Cl,35,0.2,0,0,-29,-23,-8,-19,6,11
CN1CCCC(C#CC(O)(c2ccccc2)c2ccccc2)C1 (configuration not stated),3,0.0,-8,0,-12,-1,-3,1,21,-3
O=C(NC(Cc1ccc2c(c1)OCO2)C(=O)NC(Cc1ccccc1)C(=O)O)c1ccccc1 (configuration not stated),-4,-0.5,-23,4,-15,-15,-3,1,18,0
CC(C)Sc1cc(N2CCCC2)nc(-c2ccccc2Cl)n1,-11,-1.0,8,1,3,20,-1,6,2,-2

# The listing continues:
Structure	SKKanGAS inh	HIF activator	KLF5 inh	HSP90 refold inh	HSF1 activator	aSyn 5UTR inh	Platelet DG rel	HSF1 inh	AI-2 QS modul	IEC-6 cytotox
COc1ccc(OC)c2[nH]c(=O)c(CCNC(=O)Cc3cccs3)cc12	-2	0.0	7	-1	5	14	10	-6	15	-7
O=C(O)CCC(=O)N(Cc1ccco1)C1CC(=O)N(c2ccccc2)C1=O (configuration not stated)	4	-0.1	-11	-4	-6	2	-7	-7	16	0
CCCCn1nc(NC(=O)COC)c2cc3cc(OC)ccc3nc21	1	1.2	-109	-3	-9	-78	-7	-18	6	-24
Cc1ccc(-c2nc3ccccc3[nH]2)cc1NC(=O)c1ccc2c(c1)OCO2	4	1.1	-16	3	88*	-13	-2	34	-5	1
COc1ccc(CN(C)C(=O)c2ccc(OCC(=O)Nc3cccc(C(F)(F)F)c3)c(OC)c2)c(OC)c1	2	0.3	x	x	9	1	2	2	-10	x
COc1ccc(-c2noc(CCC(N)=O)n2)cc1OC	-1	0.7	-27	-3	1	-7	-7	-2	25	4
CC(C(=O)NC1CCCC1)N(Cc1ccc2c(c1)OCO2)C(=O)c1snc(C(N)=O)c1N (configuration not stated)	-6	-0.2	8	1	-9	-20	-6	12	28	-8
CS(=O)(=O)c1ccc2nc(NC(=O)c3ccco3)sc2c1	2	1.1	-136	4	14	-42	11	16	38	-5
O=C(N/C(=C/c1cccnc1)C(=O)N1CCOCC1)c1ccccc1	-1	0.0	-12	1	-26	3	-8	-10	4	-5
Cn1cc([N+](=O)[O-])c(C(=O)N/N=C/c2ccncc2)n1	6	-0.3	-6	-2	-12	-16	-16	-1	13	4

# Copied from the list:
# For HSF1 inh, CS(=O)(=O)c1ccc2nc(NC(=O)c3ccco3)sc2c1 has the entry 16
# For HSF1 activator, COc1ccc(CN(C)C(=O)c2ccc(OCC(=O)Nc3cccc(C(F)(F)F)c3)c(OC)c2)c(OC)c1 has the entry 9
# For HSF1 activator, O=C(N/C(=C/c1cccnc1)C(=O)N1CCOCC1)c1ccccc1 has the entry -26

# Screening data (PubChem)
